Screening results deposited in PubChem by National Center for Advancing Translational Sciences (NCATS).
SW480 rereplic = DNA re-replication induction in SW480 cells | SW480 DNA re-replication, Hoechst DNA content imaging, 48 h | AID 624297 | 340,000 compounds, 1.8% hits | Potency, µM (titrated, usually from 46.1 µM), for the others: at the top dose re-replication activation, actives largely listed as activators; further: potency means the concentration at half of the fitted maximal effect; % of control where 0% means no effect; nearly all actives have a fitted effect of over 55% in size
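Image-based DNA-content assay: after two days of treatment, nuclei were labelled with the DNA dye Hoechst and imaged, and hits were compounds raising the count of nuclei showing high fluorescence intensity.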
MCF10A rereplic = induces DNA re-replication in MCF 10a normal breast cells; MCF 10A DNA re-replication, Hoechst nuclear intensity, 48 h; AID 624296; 350,000 compounds, 2.9% hits; Potency, µM (series often up to 46.1 µM), inactives show at the top dose activity, positive = re-replication, hits mostly activators; further: potency means the concentration at half of the fitted maximal effect; % of control where 0% means no effect; nearly all actives have a fitted effect of over 50% in size
IL1B secr inh = inhibitors of inflammasome signaling (IL-1 beta secretion); THP-1 LPS/ATP IL-1B secretion, AlphaLISA, 16 h; hits give low values; activity change, % at 57.5 µM; 360,000 compounds, 4.7% hits; in the data active means activity change below about -50%; inconclusive means mostly about -30% to -49%; further: on the % scale 0 is the no-effect control and ±100 the full control effect
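Secreted IL-1B measured by AlphaLISA bead assay after 16 h compound exposure of THP-1 cells; compounds (final up to 57.5 uM) added 1 h before LPS (250 ng/mL) and ATP (1.25 mM) stimulation; lower signal means less secretion.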
GLP1R cytotox = cytotoxicity counter-screen for GLP-1 receptor inverse agonists; HEK293 cAMP-luciferase reporter cells, luminescence, 24 h; Potency, µM (series often up to 38.3 µM), for inactives: top-dose activity change, negative = inhibition, usual class: inhibitors; 410,000 compounds, 0.13% hits; AID 624418;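 further: loss of luciferase light is scored as toxicity; potency means the concentration at half of the fitted maximal effect; on the % scale 0 is the no-effect control and ±100 the full control effect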
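Luminescence readout: signal drop marks cytotoxicity. Plated cells grew 12 h at 37 °C, 5% CO2, received 23 nL compound for 24 h, then got luciferase reagent, read after 12 min at RT.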
DRD3 agonist = D3 dopamine receptor (human) agonism | P35462 | D3R DiscoveRx beta-arrestin cells, luminescence, 90 min | max activation, % | 410,000 compounds, 0.58% hits | AID 652048; in the data active means max activation above about 30%; further: 0% is about no effect; mostly tested at two doses, the higher about 12 µM
Target sequence (P35462 whole entry, looked up): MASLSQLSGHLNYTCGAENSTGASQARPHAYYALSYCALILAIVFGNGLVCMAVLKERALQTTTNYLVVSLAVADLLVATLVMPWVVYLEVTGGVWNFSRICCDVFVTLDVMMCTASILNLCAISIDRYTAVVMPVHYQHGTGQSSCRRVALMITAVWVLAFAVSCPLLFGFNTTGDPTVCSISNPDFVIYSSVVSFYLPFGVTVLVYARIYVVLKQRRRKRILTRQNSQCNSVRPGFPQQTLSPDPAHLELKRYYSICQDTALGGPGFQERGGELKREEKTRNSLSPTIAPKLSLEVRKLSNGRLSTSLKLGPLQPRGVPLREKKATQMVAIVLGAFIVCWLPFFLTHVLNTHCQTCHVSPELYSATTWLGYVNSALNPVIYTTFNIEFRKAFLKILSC
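Agonist mode: compounds and dopamine controls were applied to plated cells for 90 min at 37 degrees C after an overnight attachment at 1500 cells/well. Luminescent read-out followed 30 - 60 minutes at room temperature with DiscoveRx detection reagent.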
KB-3-1 tox = KB-3-1 parental cell cytotoxicity; KB-3-1 viability, CellTiter-Glo ATP luminescence, 72 h; Potency, µM (top dose mostly 46.1 µM), for the others: at the highest dose activity change, negative = cytotoxic, most hits filed as cytotoxic; 400,000 compounds, 1.4% hits; further: potency means the concentration at half of the fitted maximal effect; on the % scale 0 is the no-effect control and ±100 the full control effect; nearly all actives have a fitted effect of over 60% in size
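KB-3-1 parental drug-naive adenocarcinoma cells in DMEM/10% FBS, incubated 72 h at 37 C with pin-transferred compounds across a concentration series. Viability by CellTiter-Glo luminescence; concentration-response curves fitted after normalization.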
HT1080 IDH1KD tx = toxicity to HT-1080 IDH1 knockdown cells (counter line). HT-1080 IDH1 knockdown viability, ATP luminescence, 48 h. Potency, µM (highest dose often 46.1 µM), for the others: at the top dose activity, negative = toxicity, usual class: cytotoxic. 360,000 compounds, 2% hits. AID 686971;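 further: potency means the concentration at half of the fitted maximal effect; 0% = DMSO wells and -100% = cell-free medium wells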
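Knockdown cells (IDH1KD HT-1080) received compounds 2 h after plating at 750 cells/well and were kept 48 h at 37 °C in 5% FBS RPMI. A CellTiter-Glo luminescence read gave % activity for curve fitting.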
HT1080-NT tox = kills 2HG-producing HT-1080-NT fibrosarcoma cells; HT-1080-NT fibrosarcoma viability, CellTiter-Glo ATP luminescence, 48 h; Potency, µM (titrated, usually from 46.1 µM), inactives show top-dose activity, negative = less viability, hits mostly cytotoxic; 360,000 compounds, 1.6% hits;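 further: NT is the 2HG producing partner of a matched IDH1 knockdown line; potency means the concentration at half of the fitted maximal effect; 0% = DMSO-treated cells and -100% = media-only wells without cells; nearly all actives have a fitted effect of over 55% in size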
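HT-1080-NT; 750 cells/well; 5% FBS RPMI; 48 h compound, 37 degrees C; CellTiter-Glo luminescence; curve fitting and curve-class assignment.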
KB-V1 cytotox = kills drug-selected multidrug resistant KB-V1 cells. KB-V1 MDR cells viability, CellTiter-Glo, 72 h. Potency, µM (doses to about 46.1 µM), without a hit: at the highest dose activity change, negative = cytotoxicity, most hits filed as cytotoxic. 400,000 compounds, 3.4% hits; further: potency means the concentration at half of the fitted maximal effect; on the % scale 0 is the no-effect control and ±100 the full control effect; nearly all actives have a fitted effect of over 60% in size
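KB-V1 cells (P-gp-expressing MDR subline of KB-3-1) in phenol-red-free DMEM with 10% FBS were exposed to library compounds over a concentration series for 72 h at 37 degrees C. Viability read by CellTiter-Glo luminescence; concentration-effect curves fitted after normalization.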
Active calls of the source: *; u = inconclusive; x = not tested or not shown; [ ] = remark or other dose. Unless noted, the call rests on the fitted dose curve; in most records, active means well fitted curve in the direction sought with a large enough effect; inconclusive means small, poorly fitted or top-dose-only effect, or another doubt; inactive means no such curve, though single readings can be large; an effect the other way counts as inactive or inconclusive.

SMILES	SW480 rereplic	MCF10A rereplic	IL1B secr inh	GLP1R cytotox	DRD3 agonist	KB-3-1 tox	HT1080 IDH1KD tx	HT1080-NT tox	KB-V1 cytotox
Cc1ccccc1Oc1ccc2c(c1)[C@@H]1C[C@H](N(C)C(=O)Nc3cc(Cl)cc(Cl)c3)[C@H]([C@H](C)O)C(=O)N1CC2	4.1%	-0.1%	u	-10.9%	6.2	0.0%	-15.2%	-11.3%	-3.1%
COc1ccc(NC(=O)c2cc(C3CCCCN3S(=O)(=O)c3ccc(F)cc3F)on2)c(C)c1 (stereo unspecified)	x	x	-19.4	5.2%	7.9	-2.2%	-20.0%	-1.5%	-0.3%
O=C(C[C@@H]1C/C=C\CCCC(=O)OC[C@@H]2CCCN2C1=O)N[C@H](CO)Cc1ccccc1	-1.4%	12.6%	1.5	-18.9%	8.6	20.0%	11.4%	13.9%	0.0%
COc1cccc(CNS(=O)(=O)c2ccc3c(c2)NC(=O)CS3)c1	-4.6%	9.9%	19.2	-0.3%	-1.4	3.4%	0.0%	4.6%	-4.3%
CC(=O)NC1(c2cccc(F)c2)CCN(CC(=O)NC2CCCCC2)CC1	2.7%	14.9%	-2.4	-12.2%	-11.3	-6.7%	1.1%	0.0%	12.1%
Cc1cccn2cc(-c3ccc(F)cc3)cc12	-8.1%	-15.8%	-7.3	7.8%	7.4	-21.0%	-0.6%	21.2%	6.9%
CCOC(=O)C1=NNC2(c3ccccc3)C(=O)N(c3cccc(Br)c3)C(=O)C12 (stereo unspecified)	u	-69.3%[inhibitor]	26.4	-11.2%	3.4	10.1%	13.2%	21.0%	1.6%
Cc1ccc(C(=O)C2=C(O)C(=O)N(Cc3cccnc3)C2c2ccc(Br)cc2)o1 (stereo unspecified)	1.3%	8.5%	11.4	-4.5%	-1.1	-8.6%	4.7%	-3.3%	-1.0%
O=C(c1[nH]c(C(F)(F)F)nc1-c1ccccc1)N1CCN(C/C=C/c2ccccc2)CC1	x	x	-6.8	-8.8%	4.6	0.1%	9.8%	21.0%	4.7%
O=C(COC(=O)c1ccc(-c2ccc([N+](=O)[O-])cc2)o1)NC(=O)NC12CC3CC(CC(C3)C1)C2	-5.3%	0.6%	-24.2	-2.8%	2.2	u	4.6%	-0.8%	u
Cc1cccc(OCCCCCn2ccnc2)c1	0.5%	7.3%	-10.0	-4.5%	0.9	-14.2%	6.4%	12.5%	-8.3%
CN(CC(=O)Nc1ccccc1C(F)(F)F)C(=O)COc1ncnc2sccc12	-4.5%	0.0%	14.6	-16.8%	3.7	6.9%	17.3%	15.9%	51.7%
COc1ccc(S(=O)(=O)N2CCCCC2)cc1NC(=O)CCC(=O)N1CCC(c2ccccc2)=N1	-4.7%	5.9%	-22.8	-1.1%	-2.4	-3.2%	2.2%	15.8%	10.5%
CCOC(=O)c1cc2ccc3ccccc3c2s1	-2.4%	14.6%	23.7	7.2%	10.8	2.2%	-5.7%	-11.6%	17.6%
COCCCNC(=S)NNC(=O)Cn1nc(C)c(Br)c1C	-3.7%	1.4%	17.6	2.9%	-3.1	-0.1%	16.7%	14.9%	23.7%
CCOc1ccc(N2CC(C(=O)Nc3cccc(S(=O)(=O)N4CCOCC4)c3)CC2=O)cc1 (stereo unspecified)	x	x	-16.6	u	8.4	-9.6%	-1.9%	4.7%	8.3%
CC1=C(C(=O)N(C)C)CC(CC(=O)NC(c2ccccc2)c2ccccc2)C(=O)N1CCC1=CCCCC1 (stereo unspecified)	x	x	-16.2	-12.7%	-5.9	-2.0%	-1.2%	-1.6%	-5.9%
O=C1NC(Cc2ccc(O)cc2)c2nc3cc(F)c(F)cc3c(=O)n2-c2cc3ccccc3cc21 (stereo unspecified)	x	x	-28.1	u	3.2	u	18.4µM*	u	1.1%
COc1ccc(-c2csc(NC(=S)NC(=O)c3cccs3)n2)cc1Br	u	u	20.1	5.3%	-3.5	u	-0.4%	6.1%	u
COc1ccccc1OCc1ccc(C(=O)Nc2ccncc2)o1	-13.7%	2.8%	-19.1	7.0%	12.8	23.1µM*	u	-8.7%	u
COCCN1C(=O)N[C@@H](c2ccccc2)C(C(C)=O)=C1C	7.0%	u	15.3	3.0%	-2.3	36.0%	4.1%	0.0%	28.5%
N#Cc1ccc(COC(=O)CCc2c[nH]c3ccccc23)cc1	-6.2%	19.3%	-6.1	12.7%	10.0	-2.5%	11.3%	8.4%	20.1%
COc1cccc(/C=C/C(=O)Nc2ccccc2N2CCOCC2)c1	-2.6%	6.0%	-20.2	-0.1%[0.307 µM]	-1.7	3.2%	0.3%	0.6%	u
C#CCOCCOCCOCCNc1nc(N2CCN(C(=O)CCCCCCCCCCNC(=O)[C@H](CCC(=O)O)n3cc(CCCCCN)nn3)CC2)nc(N2CCN(C(=O)CCCCCCCCCCNC(=O)[C@@H]([C@H](C)O)n3cc(C)nn3)CC2)n1	1.3%	33.2%	u	2.1%	-10.4	-5.4%	0.6%	-4.5%	-10.9%
COC(=O)CN1C(=O)C2(C(C#N)=C(N)Oc3ccccc32)C2=C1CC(C)(C)CC2=O (stereo unspecified)	-5.8%	13.1%	4.2	1.8%	0.8	3.2%	-3.2%	6.9%	-1.3%
Cc1nn(C)c(C)c1NC(=O)/C(C#N)=C\N(C)C	-8.0%	-1.4%	10.7	0.2%	2.6	8.1%	19.4%	27.8%	0.0%
CC1=Nc2cc(C(=O)NCCCOC(C)C)ccc2Sc2ccc(C)cc21	6.51µM*	9.2µM*	42.8	-28.9%	-0.6	2.91µM*	1.03µM*	0.731µM*	4.11µM*
O=C(CCC(=O)N1CCN(S(=O)(=O)c2ccccc2)CC1)NC1CCCc2ccccc21 (stereo unspecified)	-7.1%	-2.1%	13.9	-14.2%	15.1	2.5%	-9.2%	18.8%	-9.2%
CCOC(=O)c1c(C)oc2nc(C)nc(NCc3ccc(OC)cc3OC)c12	x	x	x	-38.6%	-14.3	-3.6%	x	x	8.2%
CCOC(=O)c1c(NC(=O)c2ccccc2C(=O)O)sc2c1CCC2	-0.5%	1.9%	-11.8	2.1%	-2.4	12.3%	-1.6%	-9.5%	u
CC(C)Oc1ccc(C(=O)NC(C)(C)CO)cc1	5.4%	-2.1%	-1.7	5.5%	-2.6	0.3%	1.7%	8.9%	-2.1%
CCN1CCN(C(c2ccc(OC)cc2)c2c(O)cc(C)n(Cc3ccco3)c2=O)CC1 (stereo unspecified)	x	x	x	-0.7%	8.6	8.8%	x	x	7.5%
O=C(Nc1ccc2c(c1)OCCO2)c1ccoc1	-10.3%	0.7%	-12.9	9.9%	8.1	-0.2%	3.8%	-5.9%	1.5%
CCN(CC)CCOC(=O)c1cccc(Cl)c1	0.9%	7.8%	16.4	9.9%	-12.4	7.3%	9.7%	11.4%	15.5%
CC1Cc2ccccc2N1C(=O)C1CCCN1S(=O)(=O)c1ccc(Cl)cc1 (stereo unspecified)	u	u	-18.7	-17.5%	1.7	4.2%	-11.0%	-10.4%	-29.1%
Cc1cccc(C)c1-n1c(C)nn(CC2CC2)c1=O	-3.5%	-4.0%	6.5	0.9%	4.9	11.5%	3.2%	-1.9%	11.7%
CN(C)S(=O)(=O)c1cccc(-c2nn(-c3ccccc3)cc2/C=C(\C#N)c2nc3ccccc3[nH]2)c1	u	3.26µM*	-3.3	51.4%[activator]	-4.9	6.9%	3.1%	-0.6%	-13.8%
CCOC(=O)/C(C#N)=C(\O)c1ccc(NC(=O)c2ccc([N+](=O)[O-])cc2)cc1	-0.1%	4.9%	16.9	-0.9%	10.1	-1.3%	2.1%	4.1%	10.3%
COc1ccc(Nc2nnc(-n3nc(C)cc3C)c3ccccc23)cc1	x	x	x	-1.2%	-6.1	5.2%	x	x	27.2%
C=CCNC(=S)N1CCC(Cc2ccccc2)CC1	-5.7%	1.9%	11.6	-19.5%	-4.9	-12.4%	-11.4%	-13.4%	-6.5%
O=C(CCCCCN1C(=O)[C@@H]2Cc3ccccc3CN2C1=O)Nc1cccc(F)c1	-2.3%	10.7%	-3.6	-8.8%	6.9	-15.8%	-9.0%	-23.6%	u
CC1(C)C[C@H](O)[C@]2(CO)CC[C@]3(C)C(=CCC4[C@@]5(C)CC[C@H](O)C(C)(C)C5CC[C@]43C)[C@@H]2C1 (stereo partly specified)	-15.3%	u	17.5	0.3%	7.7	0.0%	0.9%	4.5%	8.9%
COc1ccc(Cl)cc1Nc1nnc(-c2ccncc2)s1	-19.7%	u	-9.3	-5.8%	-3.2	4.3%	14.8%	9.7%	29.4%

Single records, as listed above. Values in the order: SW480 rereplic | MCF10A rereplic | IL1B secr inh | GLP1R cytotox | DRD3 agonist | KB-3-1 tox | HT1080 IDH1KD tx | HT1080-NT tox | KB-V1 cytotox
CN(C)S(=O)(=O)c1cccc(-c2nn(-c3ccccc3)cc2/C=C(\C#N)c2nc3ccccc3[nH]2)c1 is listed with u | 3.26µM* | -3.3 | 51.4%[activator] | -4.9 | 6.9% | 3.1% | -0.6% | -13.8%
N#Cc1ccc(COC(=O)CCc2c[nH]c3ccccc23)cc1 is listed with -6.2% | 19.3% | -6.1 | 12.7% | 10.0 | -2.5% | 11.3% | 8.4% | 20.1%
